MMP-13 inhibitor: human MMP13 inhibitors, primary screen, biochemical, FRET peptide cleavage | Collagenase 3 (Homo sapiens), P45452 | MMP-13 fTHP FRET cleavage, Mca fluorescence | inhibition, % at 4 µM | hit rate 0.07% among 65,000 | AID 570, 2006;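 active = inhibition above the mean of compound-free control plate wells plus 3 SD, cut at about 14% in these data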;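 also: 0% = DMSO wells and 100% = wells with reference MMP-13 inhibitor after basal subtraction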
JNK3 blocker: JNK3 kinase activity inhibitors, primary screen, biochemical, human, purified enzyme | inhibition, % at 8 µM | Mitogen-activated protein kinase 10 (Homo sapiens), P53779 | hit rate 0.61% among 60,000 | HTS | AID 746, 2007; in the data active = inhibition above about 17%;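 also: 0% = DMSO and 100% = reference inhibitor; many of its hits are not listed in these tables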
HEK293 NFkB inh: inhibitors of PMA/ionomycin-induced NF-kB reporter, primary screen, antigen receptor NF-kB inhibitor project, cell-based, HEK-293 luciferase reporter, luminescence. HEK-293 NF-kB luciferase reporter. inhibition, % at 3 µM. hit rate 0.21% among 62,000. AID 465, 2006;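 active = inhibition above the mean of all tested compounds plus 3 SD, cut at about 40% in these data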;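 also: 0% = stimulated DMSO wells and 100% = 10 µM reference inhibitor 5653914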
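System – HEK-293 cells with stable firefly luciferase reporter driven by four HIV NF-kB elements · Doses – one dose, 3 µM · Schedule – 1 h compound pre-incubation, 16 h PMA/ionomycin at 37 °C · Technique – luminescence from luciferase substrate reagent · Measure – percent inhibition normalized per plate to DMSO and reference-inhibitor controls · Replicates – tested once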
Abs 340nm: compound light absorbance at 340 nm, profiling panel, artefact control, biochemical, MLSMR library, data from PS, PMK, MK assays; compound absorbance at 340 nm, fold over control; fold change at 10 µM; 65,000 tested, under 10 active; AID 708, 2007;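 active = at 10 µM dose, initial 340 nm absorbance at least 2 fold that of control wells; inactive = change under 2 fold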;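 also: initial absorbance extrapolated from kinetic A340 decline of NADH oxidation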
ROCK2 blocker: inhibitors of human ROCK2 kinase, primary screen, biochemical, high-throughput, luminescence | hit rate 0.35% among 60,000 | inhibition, % at 6 µM | Rho-associated protein kinase 2 (Homo sapiens), O75116 | purified ROCK2, Kinase-Glo ATP depletion luminescence;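 active = inhibition above the screen-wide mean inhibition plus 3 SD, cut at about 18% in these data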;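 also: plate controls were DMSO wells for no effect and Y-27632 control wells after no-enzyme background subtraction for full effect; many of its hits are not listed in these tables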
Target sequence (O75116 whole entry, looked up): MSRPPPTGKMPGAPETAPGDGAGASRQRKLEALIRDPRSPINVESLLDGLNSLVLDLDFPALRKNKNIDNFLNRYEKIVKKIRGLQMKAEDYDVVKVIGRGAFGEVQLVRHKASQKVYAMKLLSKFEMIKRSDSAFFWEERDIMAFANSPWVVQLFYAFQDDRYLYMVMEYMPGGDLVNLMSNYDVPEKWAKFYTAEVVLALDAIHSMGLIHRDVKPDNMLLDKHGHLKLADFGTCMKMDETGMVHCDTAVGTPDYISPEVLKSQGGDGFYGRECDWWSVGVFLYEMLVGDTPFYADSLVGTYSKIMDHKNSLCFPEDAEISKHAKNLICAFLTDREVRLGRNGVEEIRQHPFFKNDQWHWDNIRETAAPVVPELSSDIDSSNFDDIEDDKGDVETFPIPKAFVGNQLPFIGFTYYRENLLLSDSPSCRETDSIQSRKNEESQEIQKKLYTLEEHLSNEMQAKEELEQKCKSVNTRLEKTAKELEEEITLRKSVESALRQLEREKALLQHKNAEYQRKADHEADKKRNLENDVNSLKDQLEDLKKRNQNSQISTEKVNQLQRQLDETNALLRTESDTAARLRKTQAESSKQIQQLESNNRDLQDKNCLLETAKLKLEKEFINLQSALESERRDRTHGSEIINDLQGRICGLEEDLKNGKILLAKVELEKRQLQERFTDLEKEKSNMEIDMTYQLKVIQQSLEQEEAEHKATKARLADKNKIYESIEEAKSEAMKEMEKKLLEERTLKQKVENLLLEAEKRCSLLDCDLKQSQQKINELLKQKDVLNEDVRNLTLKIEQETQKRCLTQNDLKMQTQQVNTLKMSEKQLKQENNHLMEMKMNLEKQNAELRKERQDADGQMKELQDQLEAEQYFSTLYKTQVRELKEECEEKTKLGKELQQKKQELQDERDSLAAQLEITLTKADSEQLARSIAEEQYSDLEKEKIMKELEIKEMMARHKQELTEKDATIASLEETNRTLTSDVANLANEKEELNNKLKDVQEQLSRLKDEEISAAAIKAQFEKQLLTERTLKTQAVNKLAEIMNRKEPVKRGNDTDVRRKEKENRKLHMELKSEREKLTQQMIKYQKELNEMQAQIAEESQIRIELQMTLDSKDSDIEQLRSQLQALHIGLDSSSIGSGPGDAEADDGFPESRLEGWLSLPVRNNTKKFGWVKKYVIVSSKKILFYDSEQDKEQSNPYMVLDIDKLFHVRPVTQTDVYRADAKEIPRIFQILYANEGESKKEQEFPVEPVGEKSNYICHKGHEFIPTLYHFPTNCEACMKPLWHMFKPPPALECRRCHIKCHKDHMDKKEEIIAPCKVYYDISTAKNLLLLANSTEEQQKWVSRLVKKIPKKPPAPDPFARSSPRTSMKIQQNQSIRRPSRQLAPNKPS
Fluor 339 460: intrinsic fluorescence of library compounds, ex339/em460 – biochemical, MLSMR library, data from DPM-DC assay, artefact control, profiling panel. compound autofluorescence, ex339/em460 nm, NADH buffer; hits give high values; 1 = no-compound wells, NADH background. fluorescence fold increase at 10 µM. AID 709, 2007. hit rate 5.5% among 65,000;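 active = at 10 µM, mean starting fluorescence two-fold or more over control wells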;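 also: signal is the first read of a kinetic run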
NADH enzymes: inhibitors of PK/LDH coupling enzymes, profiling panel, artefact control, biochemical, MLSMR library; coupled PK/LDH NADH assays, four targets; IC50, µM (highest dose often 10 µM), for the others: at the highest dose inhibition; hit rate 0.02% among 65,000;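 active = single-dose screening hits from any of four coupled enzyme assays that gave an IC50 when retested across doses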;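 also: the DPM-DC format reads NADH fluorescence rather than 340 nm absorbance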
Ecoli tolC: growth inhibitors of E. coli tolC mutant, primary screen, strain BW25113 ΔtolC::kan, 384-well. OD615. growth inhibition, % at 10 µM (by protocol). hit rate 2.2% among 65,000;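 active = growth inhibition at or above a cutoff equal to the mean over every tested compound plus 3 SD, cut at about 60% in these data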;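 also: growth measured after 20 h incubation at 37 °C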
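System: E. coli ΔtolC::kan strain BW25113; Buffer or medium: LB broth supplemented with 50 µg/mL kanamycin; Compound: 10 µM final, single dose; Incubation: bacterial growth with compound for 20 h at 37 °C; Signal: A615 absorbance measurement; Evaluation: growth inhibition in percent.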
PKA kinase inh: inhibitors of human PKA kinase activity, primary screen, biochemical, ATP-depletion luminescence, Kemptide substrate; cAMP-dependent protein kinase catalytic subunit alpha (Homo sapiens), P17612; PKA Kemptide phosphorylation, Kinase-Glo ATP luminescence; inhibition, % at 6 µM; hit rate 0.1% among 65,000;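 active = inhibition above the screen-wide mean inhibition plus 3 SD, cut at about 21% in these data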; also: many of its hits are not listed in these tables
* hit, by the source's call; i = inactive; . = not tested or not shown; [ ] = another dose, or the depositor's remark. Some of the compounds tested; the hit share may differ from the screen's.

SMILES	MMP-13 inhibitor	JNK3 blocker	HEK293 NFkB inh	Abs 340nm	ROCK2 blocker	Fluor 339 460	NADH enzymes	Ecoli tolC	PKA kinase inh
COc1ccc(NC(=O)CN2CCN(S(=O)(=O)c3ccc(Cl)cc3)CC2)cc1Cl	-3.5	5.9	12.1	0.98	4.0	1.04	6.0%	0.3	5.8
O=S(=O)(c1ccc(Cl)cc1)N1CCC(N2CCCCCC2)CC1	-6.3	4.5	.	1.02	1.1	1.05	1.0%	1.4	4.0
CCCC(=O)N=C1SC2CS(=O)(=O)CC2N1c1ccc(CC)cc1 (stereo unspecified)	2.3	.	17.5	0.97	.	0.7	1.0%	.	6.7
O=C(COC(=O)C1CCC1)NCc1ccccc1Cl	4.3	3.5	13.8	1.01	3.9	1.07	3.0%	-12.3	14.6
COc1cc(S(=O)(=O)Nc2ccccc2C)ccc1Cl	1.7	-7.7	8.9	1.04	-4.4	1.15	3.0%	13.6	-4.4
Cc1c(C(=O)Nc2ccncc2)oc2ccccc12	0.2	5.2	24.4	1.01	2.8	1.1	4.0%	-8.4	0.7
CCc1ccccc1NC(=O)CSc1nc2c(c(-c3ccco3)c1C#N)CCCC2	-0.7	-5.1	-3.4	1.1	-0.1	1.66	6.0%	15.6	-6.4
CCCCNC(NCCCC)=C(S(=O)(=O)CC)S(=O)(=O)CC	4.0	-4.9	14.7	1.03	-2.0	1.05	3.0%	-5.4	-0.6
COc1ccc(-c2nc(C#N)c(N3CCCCCC3)o2)cc1OC	i[fluorescence artefact?]	-3.2	22.0	1.07	5.5	3.85*	15.0%[fluoresces]	54.9	10.3
CC1=C(C(=O)Nc2ccccc2)C(c2ccco2)C(C#N)=C(SCC(=O)Nc2cccc(C)c2C)N1 (stereo unspecified)	4.0	-1.1	5.2	1	-6.9	1.17	3.0%	31.0	1.9
Cc1cccc(S(=O)(=O)Nc2cccc(-c3cn4ccsc4n3)c2)c1	-7.6	-0.5	8.4	0.93	8.3	1.09	8.0%	30.1	12.8
CN(CC(=O)NCc1cccs1)S(=O)(=O)c1cccc2cccnc12	1.6	2.1	15.6	1.07	6.0	1.1	0.0%	4.8	3.0
O=C(CSc1nnc(CNC(=O)c2ccco2)o1)c1ccc(Cl)cc1	1.0	.	12.2	1.02	.	1.11	4.0%	4.3	6.0
O=C(CSc1nnc(-c2ccncc2)n1-c1ccc(Cl)cc1)N1CCOCC1	-1.1	8.0	8.4	1.07	7.2	1.07	8.0%	-4.6	11.7
O=C(Nc1nc2ccc(S(=O)(=O)N3CCCC3)cc2s1)c1cccs1	-1.2	-1.3	-17.3	1.35	0.7	1.22	5.0%	0.2	6.8
CN1C=CC=C/C1=C(\C#N)c1nc2ccccc2[nH]1	8.1	-15.3	15.0	1.06	2.0	0.99	7.0%	-10.6	7.6
COc1cccc(C(=O)NC2=NCCS2)c1OC	-0.6	-5.7	-4.7	1.05	-2.8	1.13	5.0%	-12.9	5.0
O=C(CN(c1cccc(C(F)(F)F)c1)S(=O)(=O)c1ccccc1)N1CCOCC1	-1.2	-1.0	10.9	1.07	-2.1	1.09	3.0%	7.2	10.4
Cc1ccc(S(=O)(=O)C2(C(=O)N(C)C3CCCCC3)CC2)cc1	2.2	3.2	13.2	1.02	2.4	1.09	4.0%	7.4	7.2
CCCOc1ccc(C2c3c(oc4ccccc4c3=O)C(=O)N2CCN(CC)CC)cc1OC (stereo unspecified)	-0.6	4.3	20.3	1.06	5.0	1.07	6.0%	3.4	7.3
Cc1cccc(-c2noc(-c3ccc(F)cc3)n2)c1	-4.9	-3.7	-33.8	1.02	-0.9	1.1	3.0%	4.7	-2.2
CCn1c2ccccc2c2nnc(SCc3cc(=O)n4ccsc4n3)nc21	2.7	.	7.6	1	.	1.15	3.0%	7.0	9.5
Cc1cc(NC(=O)CSc2ccc(Cl)cc2)no1	-3.9	-5.0	-11.1	1	-2.7	0.99	1.0%	1.6	1.1
CCOC(=O)C1CCN(C(=O)CSCc2nc(-c3ccc(OCC)cc3)oc2C)CC1	-10.5	5.4	13.1	0.97	-1.7	1.07	6.0%	18.4	-0.6
CN(C1CCCCC1)S(=O)(=O)c1ccccc1	0.1	-1.8	10.1	1.03	7.7	1.1	5.0%	7.8	8.1
OC(Cn1cccn1)c1ccccc1 (stereo unspecified)	5.4	-2.1	16.3	1.01	6.5	1.05	4.0%	-7.3	7.2
CCOC(=O)C1=C(C)N=C2SC(C)C(=O)N2C1c1cccc(F)c1 (stereo unspecified)	-0.4	3.9	.	1	5.3	1.02	3.0%	7.2	2.7
CCN(CC)S(=O)(=O)c1ccc(-c2nnc(SCc3nnc(-c4ccc(C)cc4)o3)o2)cc1	-4.9	0.6	8.7	1.06	-3.6	1.1	5.0%	-10.6	-0.3
CCc1nnc(NC(=O)CSc2nnc3c4ccccc4n(C)c3n2)s1	-0.9	2.0	14.8	1.07	5.3	1.06	3.0%	-5.5	9.1
Cc1cc(C)c(S(=O)(=O)Nc2ccc(OCC(=O)O)cc2)c(C)c1	-6.0	3.6	0.8	1.08	-4.5	1.09	1.0%	7.2	3.6
C=CCN(C1CCCCC1)S(=O)(=O)c1ccc2c(c1)oc(=O)n2C	5.0	2.4	2.7	1.03	-3.5	1.07	8.0%	31.5	-4.2
CSc1nsc(SC)c1NC(=O)Nc1ccccn1	3.7	-3.9	4.7	0.99	5.3	1.09	5.0%	22.0	7.6
Cc1cc(NC(=O)CCC(=O)N(Cc2ccco2)C2(C(=O)NC3CCCCC3)CCN(C)CC2)no1	2.9	-5.2	12.3	0.97	2.9	1.1	4.0%	-3.8	8.5
CC(C)C(c1nnnn1C1CCCCC1)N1CCN(c2ncccn2)CC1 (stereo unspecified)	3.1	7.2	4.8	0.96	5.2	1.1	10.0%	0.0	11.8
CCCCn1c(SCC(=O)Nc2nnc(C)s2)nc2c1c(=O)n(C)c(=O)n2C	3.3	0.5	0.7	1	1.1	1.06	8.0%	-11.9	-0.2
COc1ccccc1Oc1c(C)oc2c(CN3CCN(CCO)CC3)c(O)ccc2c1=O	-203.2[fluorescence artefact?]	7.9	10.8	1.13	0.4	3.95*	4.0%[fluoresces]	-23.2	5.0
O=C(CSc1nc(-c2cccs2)cc(C(F)(F)F)n1)NCc1ccco1	-0.5	-3.3	11.3	1.14	0.1	1.1	7.0%	4.1	-5.0
O=C(CN1CCOCC1)Nc1ccc(NC(=O)CN2CCOCC2)c(Cl)c1	4.3	4.6	-3.3	1.04	7.9	1.1	0.0%	-22.0	5.0
CCOc1ccc(C(c2nnnn2Cc2ccccc2)N2CCN(C(=O)c3ccco3)CC2)cc1 (stereo unspecified)	2.6	1.4	13.5	0.99	2.7	1.04	3.0%	4.9	6.1
COc1cc2c(C(=O)N3CCN(Cc4ccc5c(c4)OCO5)CC3)cn(C)c(=O)c2cc1OC	-3.9	.	12.1	1.05	.	1.21	1.0%	-6.5	-3.5
CCN1CCCC1CN=Cc1c(O)n(-c2ccccc2)c(=O)c2ccccc12 (stereo unspecified)	-31.0	5.4	15.4	1.04	1.0	1.12	1.0%	-15.3	-2.3
O=c1[nH]n(CC2COC3(CCCCC3)O2)c(=O)c2ccccc12 (stereo unspecified)	-2.8	-1.2	17.3	1.03	1.1	1.12	7.0%	7.0	-1.2
N#Cc1ccccc1OCCN1C(=O)c2ccccc2C1=O	4.0	-3.0	-10.8	1.02	-0.8	1.12	4.0%	14.2	7.8
c1ccc(N2CCN(c3cnccn3)CC2)nc1	3.9	.	10.6	1.05	.	0.55	21.0%	-9.3	10.8
CC(C)(C)c1ccc(OCC(=O)NCc2ccco2)c(Br)c1	-1.8	-6.1	18.4	1.01	-6.4	1.07	8.0%	100.0*	1.4
CCOC(=O)c1[nH]c(C)c(/C(O)=C2\C(=O)C(=O)N(CCCN(C)C)C2c2cccnc2)c1C (stereo unspecified)	6.9	5.0	-16.1	1.12	8.3	1.03	6.0%	-6.9	1.5
c1ccc(N2CCN(c3c4c(nc5ncnn35)CCC4)CC2)cc1	3.9	.	14.6	1.03	.	1.13	9.0%	-8.8	0.4
COC(=O)c1sc(S(=O)(=O)N2CCCCC2)c(C(=O)OC)c1C	2.1	-6.1	3.8	1.01	6.7	1.06	3.0%	8.7	9.6
N#CCSc1nc2sc3c(c2c(=O)n1C1CCCCC1)CCCC3	-2.5	0.8	.	1.07	3.9	1.09	3.0%	5.9	7.7
CCC1(NC(C)=O)CC2CC1CC2NC(C)=O (stereo unspecified)	-0.3	1.6	10.8	0.99	-1.7	1.07	2.0%	-15.3	-3.5
CCOC(=O)CSc1nnc(Cn2c(=O)sc3ccccc32)n1-c1ccccc1C	3.3	-8.3	8.4	1.03	-3.1	0.87	2.0%	4.0	4.2
CCc1cc(Br)ccc1NC(=O)C1CCCO1 (stereo unspecified)	3.5	-0.3	-5.7	1.02	9.3	1.11	1.0%	-3.8	12.3
CCOC(=O)c1ccccc1NS(=O)(=O)c1ccc(S(=O)(=O)N2CCCC2)cc1	-2.0	-0.2	1.6	0.98	3.8	1.08	4.0%	17.2	10.1
CC1CC(C(F)(F)F)n2ncc(C(=O)O)c2N1 (stereo unspecified)	1.6	2.4	16.7	1.03	5.1	1.08	5.0%	-9.5	7.7
COc1cccc2sc(=NC(=O)c3ccc(S(=O)(=O)N4CCOCC4)cc3)n(C)c12	0.1	-0.3	0.3	1.02	3.1	3.07*	15.0%	-5.4	5.2
COC(=O)c1ccccc1NC(=O)Nc1cnccn1	2.4	-10.4	-6.0	1.04	3.8	1.19	6.0%	0.0	5.8
COc1cc(C)c(Cl)cc1S(=O)(=O)NCc1ccco1	-2.0	3.9	3.1	1.03	7.5	1.13	5.0%	9.1	8.9
COc1ccc(OCCn2c(=N)n(CCO)c3ccccc32)cc1	5.0	-2.0	5.4	1	4.0	1.05	4.0%	-3.4	10.5
CN1CCN(C(=O)CSc2nc(-c3cccs3)ccc2C#N)CC1	-73.5[fluorescence artefact?]	-0.8	.	1.15	-5.4	2.3*	7.0%[fluoresces]	7.1	-0.3
CCC1(C)Cc2ccccc2-c2nc3n(c(=O)c21)CC(C(=O)O)S3 (stereo unspecified)	-10.4	-1.8	6.3	1.1	1.6	1.94	12.0%	14.5	0.2

Whole records, looked up by structure. Order of screens: MMP-13 inhibitor	JNK3 blocker	HEK293 NFkB inh	Abs 340nm	ROCK2 blocker	Fluor 339 460	NADH enzymes	Ecoli tolC	PKA kinase inh
CC(C)(C)c1ccc(OCC(=O)NCc2ccco2)c(Br)c1 reads -1.8	-6.1	18.4	1.01	-6.4	1.07	8.0%	100.0*	1.4
CCOC(=O)C1=C(C)N=C2SC(C)C(=O)N2C1c1cccc(F)c1 (stereo unspecified) reads -0.4	3.9	.	1	5.3	1.02	3.0%	7.2	2.7

Compound activity (PubChem BioAssay)
